Screening data deposited in PubChem by National Center for Advancing Translational Sciences (NCATS).
Giardia killer: Giardia lamblia killing. activity change, % at 7.66 µM, hits read low. AID 540267. Giardia lamblia trophozoite viability. actives 0.15% (n = 340,000); in the data active = activity change below about -80%; inconclusive = between about -30% and that limit;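 note: parasites exposed to compound for two days anaerobically before the ATP read; % is set by controls: 0 for no effect and ±100 for the full control effect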
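Media and compound were dispensed first, then trophozoites at 100 cells/well; plates sat 48 hrs at 37 deg C without oxygen before ATP luminescence reagent was added and read after 15-30 min at room temperature.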
PTAP TSG101 blk: blocks PTAP/TSG101 interaction to inhibit HIV-1 budding; Fluorescence polarization, FITC-PTAP peptide / Tsg101 binding; Potency, µM (series often up to 115 µM), without a hit: top-dose activity change, negative = inhibition, actives largely listed as inhibitors; 340,000 tested, under 10 active; AID 493005; active = well fitted inhibition curve with a large enough effect in the main read-out, with a control signal flat, not every such curve was filed as active; inconclusive = small, poorly fitted or top-dose-only effect, or effect the other way, or a change in a side signal; inactive = no such curve, though single readings can be large or run the other way; note: potency is the fitted concentration of half-maximal effect; % of control where 0% means no effect
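Steps: Tsg101 binding domain dispensed (10 uM final), compounds pinned in DMSO, FITC-labeled PTAP-motif peptide added (50 nM final); after 20 min binding at room temperature, polarization measured.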
PKM2 activator: PKM2 (human) enzyme activation; purified PKM2, Kinase-Glo ATP luminescence, activation; response scale: 0% is enzyme alone, no compound; P14618; AID 1631; Potency, µM (series often up to 57.5 µM), without a hit: top-dose activation, most hits filed as activators; actives 0.34% (n = 260,000); note: potency is the fitted concentration of half-maximal effect; % is set by controls: 0 for no effect and ±100 for the full control effect; nearly all actives have a fitted effect of over 55% in size
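hPK-M2, >95% pure; 0.1 mM ADP / 0.5 mM PEP final; imidazole pH7.2 buffer w/ 7 mM MgCl2, 50 mM KCl; 1 h RT; Kinase-Glo lum. Intermediate enzyme activity for dual inhibitor/activator qHTS.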
S-ASM inh: human S-ASM enzyme inhibition. placental ASM, HMU-PC fluorogenic substrate, 60 min. Potency, µM (titrated, usually from 57.5 µM), for inactives: at the highest dose activity change, negative = inhibition, actives largely listed as inhibitors. actives 0.006% (n = 340,000); note: potency is the fitted concentration of half-maximal effect
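Human placenta-derived ASM preincubated with compound 10 min at room temperature, then reacted with 9 uM (final) fluorogenic HMU-PC substrate for 60 min at 37 C. Stop solution raises pH to 10; fluorescence read at Ex 386/Em 447 nm.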
GALK inh: inhibitors of human galactokinase | AID 1868 | Purified GALK, Kinase-Glo residual ATP luminescence | actives 0.007% (n = 270,000) | Potency, µM (series often up to 57.5 µM), for inactives: at the highest dose activity change, negative = inhibition, usual class: inhibitors; note: potency is the fitted concentration of half-maximal effect; % is set by controls: 0 for no effect and ±100 for the full control effect
Target sequence (P51570 whole entry, looked up): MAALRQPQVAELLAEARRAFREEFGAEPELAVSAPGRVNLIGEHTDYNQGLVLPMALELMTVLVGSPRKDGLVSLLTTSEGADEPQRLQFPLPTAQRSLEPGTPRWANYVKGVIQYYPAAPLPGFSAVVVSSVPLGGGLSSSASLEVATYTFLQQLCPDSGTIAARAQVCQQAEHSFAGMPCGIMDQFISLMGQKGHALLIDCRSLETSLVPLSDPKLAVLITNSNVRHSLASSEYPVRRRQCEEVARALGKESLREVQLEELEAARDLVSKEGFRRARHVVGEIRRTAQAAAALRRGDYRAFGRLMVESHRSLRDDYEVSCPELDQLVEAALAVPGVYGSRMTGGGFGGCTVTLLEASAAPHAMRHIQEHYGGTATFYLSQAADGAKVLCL
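Kinase-Glo Plus luminescence measured ATP left after a 1 h room-temperature reaction. The reaction used 5 nM GALK, 100 uM galactose and 35 uM ATP at pH 8.0 (20 mM HEPES, 5 mM MgCl2, 60 mM NaCl, 1 mM DTT, 0.01% BSA).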
B2AR arrestin: agonists driving beta-arrestin recruitment to human beta2-adrenergic receptor; actives 0.02% (n = 330,000); P07550; Potency, µM (highest dose often 46.1 µM), without a hit: at the highest dose activation, most hits filed as activators; beta-arrestin recruitment to beta2AR, cell-based reporter;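 note: potency is the fitted concentration of half-maximal effect; 0% = DMSO controls and full agonism = EC100 isoproterenol or metaproterenol; nearly all actives have a fitted effect of over 65% in size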
Target sequence (P07550 whole entry, looked up): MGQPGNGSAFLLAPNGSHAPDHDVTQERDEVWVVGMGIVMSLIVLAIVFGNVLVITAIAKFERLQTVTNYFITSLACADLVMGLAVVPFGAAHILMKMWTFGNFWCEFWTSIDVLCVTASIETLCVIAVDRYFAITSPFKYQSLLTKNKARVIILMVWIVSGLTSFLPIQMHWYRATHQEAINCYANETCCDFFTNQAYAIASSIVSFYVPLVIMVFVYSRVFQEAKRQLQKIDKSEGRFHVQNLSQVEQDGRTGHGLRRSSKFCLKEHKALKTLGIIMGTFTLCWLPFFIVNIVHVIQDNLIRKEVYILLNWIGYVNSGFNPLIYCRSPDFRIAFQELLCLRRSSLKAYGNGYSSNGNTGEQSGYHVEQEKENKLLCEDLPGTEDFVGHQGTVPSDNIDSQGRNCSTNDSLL
BCR signal inh: chronic active BCR signaling inhibition; ABC-DLBCL IkBa-CBG/CBR reporter, luminescence ratio, 4 h; Potency, µM (titrated, usually from 46.1 µM), for inactives: at the top dose ratio change, negative = lower green/red ratio, usual class: inhibitors; actives 0.05% (n = 340,000); active = well fitted inhibition curve with a large enough effect in the signal ratio, with a control signal flat, not every such curve was filed as active; inconclusive = small, poorly fitted or top-dose-only effect, or effect the other way, or a change in a side signal; the % refers to the signal ratio;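 note: potency is the fitted concentration of half-maximal effect; plate controls were basal doxycycline-induced cells for no effect and cells given 10 µM MG132 for full effect; MG132 reads +100%, hits lower the ratio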
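TMD8 human ABC-DLBCL cells with doxycycline-inducible IκBα–green luciferase fusion and unfused red luciferase, in 0.5% FBS medium; compounds up to 46 uM, 4 h at 37C. Green/red luminescence ratio, filter-overlap corrected, fitted to concentration-response curves.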
FBPA coupling cs: coupling enzyme interference in Giardia aldolase counter-screen. activity change, negative = inhibition, % at 58.2 µM, hits read low. actives 0.67% (n = 290,000). coupling enzyme system counterscreen, AmpLite Red fluorescence; in the data active = activity change below about -30%; note: % is set by controls: 0 for no effect and ±100 for the full control effect
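Compounds tested against the coupling enzymes alone at 57.5 uM final; readout was AmpLite Red fluorescence (525/598 nm) after 20 min at RT.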
Menin MLL FP TR: menin-MLL binding inhibition, Texas Red mutant peptide. O00255. Menin + Texas Red MLL mutant peptide, fluorescence polarization. AID 1768. Potency, µM (titrated, usually from 61.6 µM), for the others: top-dose FP activity change, negative = inhibition, most hits filed as inhibitors. actives 0.23% (n = 270,000); active = well fitted inhibition curve with a large enough effect in the polarisation, with a control signal flat, not every such curve was filed as active; inconclusive = small, poorly fitted or top-dose-only effect, or effect the other way, or a change in a side signal; inactive = no such curve, though single readings can be large or run the other way; the % refers to the polarisation; note: potency is the fitted concentration of half-maximal effect; % of control where 0% means no effect; many of its hits are not listed in these tables
Tb PFK block: inhibitors of T. brucei phosphofructokinase; T. brucei PFK, ADP-Glo luminescence; Potency, µM (doses to about 57.5 µM), inactives show at the top dose activity, negative = inhibition, actives largely listed as inhibitors; actives 0.17% (n = 330,000); AID 485367;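 note: potency is the fitted concentration of half-maximal effect; 0% = uninhibited 1x PFK enzyme wells and -100% = no-enzyme wells; nearly all actives have a fitted effect of over 60% in size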
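Compounds were pin-transferred as a titration series up to 57 uM into substrate buffer (0.5 mM F6P, 0.1 mM ATP, pH 8.0), then 1.25 nM PFK was added and reactions ran 45 min before ADP-Glo detection.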
a7 integrin act: activates integrin-mediated alleviation for muscular dystrophy | alpha7betagal myoblasts, beta-gal FDG fluorescence, 48 h | Potency, µM (doses to about 38.3 µM), for inactives: at the highest dose activation, most hits filed as activators | actives 0.064% (n = 350,000);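 note: potency is the fitted concentration of half-maximal effect; 100% = response of the positive control SU9516; nearly all actives have a fitted effect of over 60% in size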
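alpha7betagal+/- myoblasts (passage 13, 250/well) treated 48 h at 37C with compounds at 1:260 dilution of DMSO stock. Lysed, then beta-galactosidase activity read as FDG fluorescence (ex 480/em 540) after 30 min, with pre-read for autofluorescence.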
* marks the source's active call; other numbers are inactive results; u = inconclusive; x = not tested or not shown; [ ] = another dose, or the depositor's remark. Unless noted, calls come from the whole dose curve; as a rule, active = well fitted curve in the direction sought with a large enough effect; inconclusive = small, poorly fitted or top-dose-only effect, or another doubt; inactive = no such curve, though single readings can be large; an effect the other way counts as inactive or inconclusive. A portion of the library; rates above refer to the full screens.

SMILES	Giardia killer	PTAP TSG101 blk	PKM2 activator	S-ASM inh	GALK inh	B2AR arrestin	BCR signal inh	FBPA coupling cs	Menin MLL FP TR	Tb PFK block	a7 integrin act
CC(C)NC(=O)CCc1nc2cccnc2n1-c1ccccc1	-3.9	-4.5%	x	0.1%	1.5%	-0.3%	4.4%	2.5	-17.6%	-0.9%	0.0%
O=C(N/N=C/c1cccc(F)c1)c1c(O)c2c([nH]c1=O)CCCC2	3.9	0.9%	1.5%	3.1%	-0.4%	-1.7%	u	2.7	5.9%	-0.9%	-0.8%
O=C(CCS(=O)(=O)c1ccccc1)Nc1cccc(-c2nc3ccccc3s2)c1	-14.8	-6.3%	-0.9%	-16.4%	0.9%	-2.0%	u	-0.9	u	-1.9%	-24.8%
CCn1ncc(/C=N\NC(=O)Cc2ccc([N+](=O)[O-])cc2)c1C	-1.8	-12.7%	-2.0%	3.2%	3.8%	-0.3%	1.1%	2.3	9.6%	u	15.9%
COc1cc(OC)c(NS(=O)(=O)c2ccc3c(c2)NC(=O)CO3)cc1Cl	46.8[activator]	-2.4%	x	3.0%	-2.2%	0.0%	-11.8%	x	x	-10.9%	-5.6%
Cc1ccc(S(=O)(=O)NCCC(=O)NCC(c2cccs2)N(C)C)cc1C (centres undefined)	7.1	1.9%	x	0.6%	x	3.5%	-0.6%	x	x	0.3%	0.0%
Cc1ccc(NC(=O)CN2C(=O)N/C(=C/c3ccc(C)o3)C2=O)cc1	17.5	14.7%	26.2%	6.6%	x	0.0%	5.3%	-2.7	u	-12.1%	5.4%
CC(C)CCCN1CCN=C1Nc1ccccc1	-16.2	-8.7%	-2.1%	-1.7%	x	-0.9%	-0.9%	-1.1	-7.7%	-4.3%	-34.4%
Cc1ccc(C2=NC(C)(C)N=C2SCC(=O)Nc2ccc(Cl)cc2)cc1	-3.3	0.7%	-0.7%	-10.5%	0.0%	0.5%	u	0.6	15.0%	1.5%	8.6%
Cc1cnc(CNC(=O)CC2C(=O)NCCN2Cc2ccccc2C(F)(F)F)cn1 (centres undefined)	18.9	-5.1%	-10.7%	6.0%	-7.5%	0.1%	0.8%	x	x	2.8%	-27.4%
CC(C)(C)NC(=O)CSc1nc2ccc(Nc3nc(N4CCOCC4)nc(N4CCOCC4)n3)cc2s1	9.1	0.0%	0.7%	u	11.0%	0.6%	u	-1.5	0.4%	-1.5%	-27.3%
CC(C)(C)C(=O)N1N=C(c2ccc(NS(C)(=O)=O)cc2)CC1c1cccs1 (centres undefined)	-2.8	1.4%	-3.1%	18.1%	-1.3%	-0.7%	-1.0%	1.1	8.2%	-6.9%	-11.8%
Cc1ccc(-c2csc(NC(=O)CSc3ncn(-c4ccccc4)n3)n2)cc1	3.3	-4.1%	0.4%	-4.2%	1.9%	-0.4%	u	-1.2	u	-9.5%	-47.5%
COc1ccc(N2CCN(C(=O)CSc3nnc(C)c(=O)[nH]3)CC2)cc1	-5.5	-3.7%	-2.8%	6.2%	3.3%	0.0%	2.0%	1.5	-4.3%	5.0%	0.2%
COc1ccccc1NC(=O)CSc1nnc(CSc2nc(C)cc(C)n2)o1	1.5	-0.6%	-4.7%	2.7%	1.1%	0.2%	-1.4%	2.5	-7.5%	1.4%	11.2%
O=S(=O)(c1ccc(NCCCO)nc1)N1CCOCC1	-17.1	-2.1%	x	1.1%	x	-0.3%	5.8%	x	x	-0.3%	7.9%
Cc1ccc(NCc2ccco2)cc1C	-14.5	-9.4%	-1.5%	-2.3%	5.7%	-0.4%	u	-1.3	13.9%	-5.0%	-11.6%
COc1ccccc1NC(=O)C1CC(=O)N(c2ccc(F)cc2)C1 (centres undefined)	9.5	-1.6%	3.6%	2.8%	-1.2%	-0.2%	u	4.0	0.2%	-2.3%	0.9%
O=C1CN(C(=O)c2ccccc2F)C(c2ccccc2)c2cc(F)ccc2N1 (centres undefined)	-12.4	2.2%	x	2.9%	-0.9%	0.2%	u	-0.5	-23.6%	-2.0%	40.2%
CCS(=O)(=O)N1CCC(C(=O)NCCN2CCOCC2)CC1	-11.2	1.0%	-2.2%	3.7%	x	-0.5%	6.2%	-0.9	-4.7%	-1.1%	-6.4%
O=C(NCC(c1ccco1)N1CCN(c2ccccc2)CC1)c1ccco1 (centres undefined)	10.2	-1.6%	x	2.5%	x	0.4%	-1.5%	x	x	0.0%	12.1%
COc1ccc(NC(=O)c2ccsc2NC(C)=O)cc1	7.8	-2.2%	2.8%	-1.3%	9.5%	-0.2%	-2.5%	-0.9	24.8%	-1.8%	44.9%
COC(=O)c1sc2nc3c(cc2c1N)COC(C)(C)C3	-14.4	-4.8%	-2.8%	226.3%[activator]	0.6%	0.3%	u	-2.9	6.0%	5.2%	1.5%
COc1cc(NC(=O)CSc2nc(C)cc(C)n2)cc(OC)c1OC	9.2	2.3%	-1.7%	3.6%	-0.2%	-0.2%	-0.8%	3.0	-19.6%	-2.3%	7.9%
CN(Cc1ccc(-n2cccn2)cc1)Cc1cn(C)nc1-c1ccccc1F	11.7	-0.5%	0.4%	2.7%	8.3%	-0.1%	6.9%	0.7	-7.2%	0.2%	-15.4%
CCOc1ccc(C(=O)NCCCN2CCCC2=O)cc1	0.4	-4.2%	8.1%	1.6%	0.0%	0.0%	19.4%	-0.1	-0.9%	4.1%	-6.5%
COc1ccc(C(=O)C2CCCN(C(=O)c3cc(C4CC4)[nH]n3)C2)c(C)c1 (centres undefined)	1.1	-5.5%	x	-1.0%	-1.8%	0.0%	-17.9%	2.9	-8.9%	3.0%	0.0%
O=C(O)CN1C(=O)CC(c2ccccc2)CC1=O	5.8	-0.3%	0.7%	3.5%	6.1%	0.0%	5.4%	0.1	-6.0%	1.2%	0.0%
COc1cccc(N2CCN(Cc3ncc(-c4ccccc4)o3)CC2)c1	4.9	-0.1%	5.1%	-1.1%	2.4%	0.3%	u	0.2	-10.1%	1.3%	-19.5%
CN(Cc1nc2ccccc2n1C)c1ccccc1	0.7	0.1%	6.2%	6.5%	-5.4%	-0.3%	-3.4%	-0.5	0.8%	3.9%	-12.6%
Cc1ccc(NC(=O)CN(C)C(=O)COc2ccc(C(=O)c3ccc(F)cc3)cc2)cc1	-24.2	-4.4%	-0.9%	-5.3%	x	-0.4%	0.1%	3.3	-4.1%	-0.2%	-16.8%
Cc1ccc(NC(=O)c2ccc(OCc3c(C)noc3C)cc2)nc1	2.1	-4.8%	x	4.0%	x	-1.8%	9.7%	x	x	-4.4%	8.2%
COC(=O)CCC(=O)NNC(=O)c1cccc(Cl)c1	-21.5	-12.4%	1.2%	0.3%	-2.0%	-0.7%	2.7%	-1.1	u	-2.0%	23.0%
O=c1c(-c2ccc(Cl)cc2)cnc2n1CCS2	12.0	-0.2%	-2.7%	0.4%	-0.4%	-0.3%	4.5%	0.1	-8.2%	-3.2%	5.3%
CCCCCOc1ccc(OC(=O)c2ccncc2)cc1	0.9	-8.6%	3.2%	2.2%	-1.9%	-1.2%	-1.0%	0.0	-3.2%	0.3%	-53.7%[inhibitor]
CC(NCC(O)COc1ccccc1)C1COc2ccccc2O1 (centres undefined)	-10.0	-5.4%	x	1.0%	2.4%	0.5%	-1.5%	-0.3	-15.7%	-5.0%	12.9%
O=C1C2CC=CCC2C(=O)N1c1ccc(NCCc2ccccc2)c([N+](=O)[O-])c1 (centres undefined)	-5.4	0.1%	-0.4%	-15.8%	x	-0.1%	6.2%	-4.9	12.6%	-4.3%	-22.7%
O=C(COC(=O)CC1CCCC1)Nc1ccc(Br)cc1F	-0.5	-2.9%	x	-2.2%	x	-0.3%	1.6%	x	x	15.3%	6.5%
CCn1c2ccc(Cl)cc2c2nc3ccccc3nc21	-7.4	3.2%	-0.4%	-21.1%	-1.8%	-0.1%	4.4%	-5.9	20.2%	2.4%	-10.3%
COc1ccccc1/C=N/NC(=O)CO	-16.1	-5.1%	-1.0%	3.3%	0.3%	-0.2%	2.3%	-1.7	-4.1%	-4.4%	-19.3%
Cc1ccc(CNC(=O)c2cc3c(=O)n(C)c4ccccc4c3n2C)cc1	4.6	-6.7%	0.2%	4.3%	0.0%	0.0%	u	4.2	4.2%	0.4%	19.2%
CN(C)c1ccc(/C=C(\NC(=O)c2ccccc2)C(=O)NCCCn2ccnc2)cc1	5.9	-6.6%	-6.7%	17.9%	-1.8%	-0.5%	0.7%	-0.2	-16.0%	0.1%	-17.2%
